FBPA Giardia inh: inhibitors of Giardia lamblia fructose-1,6-bisphosphate aldolase. Potency, µM (titrated, usually from 59.6 µM), for inactives: top-dose activity, negative = inhibition, hits mostly inhibitors. purified Giardia FBPA. 290,000 compounds, 0.71% hits; note: potency is the fitted concentration of half-maximal effect; nearly all actives have a fitted effect of over 55% in size
Target sequence (A8B2U2 whole entry, looked up): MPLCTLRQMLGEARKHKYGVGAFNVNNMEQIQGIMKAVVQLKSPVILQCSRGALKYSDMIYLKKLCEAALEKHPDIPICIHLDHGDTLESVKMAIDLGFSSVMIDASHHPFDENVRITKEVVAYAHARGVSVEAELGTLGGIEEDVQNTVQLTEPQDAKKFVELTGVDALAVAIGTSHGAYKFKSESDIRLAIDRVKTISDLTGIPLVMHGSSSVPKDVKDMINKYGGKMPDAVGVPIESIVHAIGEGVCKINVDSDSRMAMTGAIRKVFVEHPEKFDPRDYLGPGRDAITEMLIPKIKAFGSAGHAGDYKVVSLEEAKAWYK
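40 nM FBPA preincubated 10 min at RT with compound (up to 57.5 uM final), then substrate plus GAPDH/TPI/NAD/arsenate coupling and diaphorase/resazurin added. Fluorescence read after 20 min at RT, 525/598 nm.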
AmpC detergent: blocks E. coli AmpC beta-lactamase in detergent assay | 370,000 compounds, 0.041% hits | Potency, µM (highest dose often 114 µM), for inactives: at the top dose activity change, negative = inhibition, usual class: inhibitors | AID 485294 | AmpC hydrolysis of nitrocefin, absorbance 480 nm, 0.01% Triton;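 note: potency is the fitted concentration of half-maximal effect; 0% = no-compound wells and -100% = no-enzyme wells; nearly all actives have a fitted effect of over 25% in size; some results filed as inactive show a strong effect at the top dose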
Target sequence (P00811 whole entry, looked up): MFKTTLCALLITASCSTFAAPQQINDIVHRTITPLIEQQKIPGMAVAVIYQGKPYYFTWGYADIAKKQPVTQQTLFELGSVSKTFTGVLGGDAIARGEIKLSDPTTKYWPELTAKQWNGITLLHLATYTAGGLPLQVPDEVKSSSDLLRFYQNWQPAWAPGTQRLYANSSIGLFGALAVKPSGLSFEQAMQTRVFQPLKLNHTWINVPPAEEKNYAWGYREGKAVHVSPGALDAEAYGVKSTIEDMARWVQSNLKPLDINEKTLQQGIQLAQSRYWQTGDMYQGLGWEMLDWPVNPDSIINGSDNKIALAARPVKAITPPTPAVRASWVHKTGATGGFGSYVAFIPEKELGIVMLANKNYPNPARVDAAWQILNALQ
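AmpC (5.3 nM in the dispensed reagent) in 20 mM phosphate pH 7.0 with 0.01% (detergent screen) or 0.0001% Triton X-100 was preincubated with compounds for 15 min at room temperature. Nitrocefin was then added from an 800 uM solution, and hydrolysis was followed at 480 nm.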
AMA1-RON2 inh: AMA1-RON2 (P. falciparum) interaction inhibition. AlphaScreen AMA1-biotinylated RON2 peptide binding. Potency, µM (top dose mostly 58.2 µM), without a hit: top-dose activity change, negative = inhibition, hits mostly inhibitors. 360,000 compounds, 0.2% hits;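 note: potency is the fitted concentration of half-maximal effect; 0% = vehicle wells and -100% = peptide control; nearly all actives have a fitted effect of over 45% in size; some results filed as inactive show a strong effect at the top dose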
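AMA1 (3D7) with his tag at 25 nM final met compounds first, then biotinylated RON2 peptide at 25 nM; detection used donor plus acceptor beads, 10 µg/mL apiece, read by AlphaScreen after 30 min at room temperature.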
AmpC inh no detg: AmpC beta-lactamase inhibition without detergent | P00811 | AmpC nitrocefin hydrolysis, absorbance 480 nm, 0.0001% Triton | Potency, µM (highest dose often 57.1 µM), inactives show at the top dose activity change, negative = inhibition, hits mostly inhibitors | 330,000 compounds, 0.52% hits;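 note: potency is the fitted concentration of half-maximal effect; plate controls were no compound for no effect and no enzyme for full effect; nearly all actives have a fitted effect of over 20% in size; some results filed as inactive show a strong effect at the top dose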
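AmpC (5.3 nM in the dispensed reagent) in 20 mM phosphate pH 7.0 with 0.01% (detergent screen) or 0.0001% Triton X-100 was preincubated with compounds for 15 min at room temperature. Nitrocefin was then added from an 800 uM solution, and hydrolysis was followed at 480 nm.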
HCMV inh: inhibitors of human cytomegalovirus. activity change, negative = inhibition, % at 57.5 µM. AID 1259415. 410,000 compounds, 4.5% hits. HFF cells, HCMV-luciferase reporter, 72 h; stronger effect = lower value; in the data active = activity change below about -60%; inconclusive = no clear call, values can overlap the other calls; inactive = above about -39%
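HFF cells seeded 16 h at 37C, treated with compounds, infected with luciferase-reporter HCMV at MOI 1 PFU/cell; luciferase read at 72 h post infection, normalized to buffer-only and Salinomycin controls.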
Sm TGR inh: inhibitors of Schistosoma mansoni thioredoxin glutathione reductase | 360,000 compounds, 3% hits | purified TGR, DTNB reduction, TNB absorbance 405 nm | Potency, µM (series often up to 114 µM), for inactives: at the top dose activity change, negative = inhibition, usual class: inhibitors | Q962Y6; note: potency is the fitted concentration of half-maximal effect; nearly all actives have a fitted effect of over 60% in size
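Kinetic colorimetric format: TGR-catalysed, NADPH-driven DTNB reduction monitored via TNB absorbance. Enzyme dispensed at 20 nM; compound exposure 15 min at room temperature before reaction start.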
Active calls of the source: *; & = joins results of further samples; [ ] = dose if it differs, or a comment. Unless noted, calls come from the whole dose curve; as a rule, active = well fitted curve in the direction sought with a large enough effect; inconclusive = small, poorly fitted or top-dose-only effect, or another doubt; inactive = no such curve, though single readings can be large; an effect the other way counts as inactive or inconclusive. Unless noted, % is set by controls: 0 for no effect and ±100 for the full control effect.

Results for Cc1noc(C)c1S(=O)(=O)N1CCN(C(c2ccccc2)c2ccc(Cl)cc2)CC1 (stereo unspecified) ?
FBPA Giardia inh: -2%; AmpC detergent: inconclusive; AMA1-RON2 inh: -6%; AmpC inh no detg: -12%; HCMV inh: 7; Sm TGR inh: -13%

How did CCCCCCCn1c2c(c(=N)c3c1CCC3)CCCC2 do in these assays?
FBPA Giardia inh: 3%; AmpC detergent: 0%; AMA1-RON2 inh: -4%; AmpC inh no detg: 26%; HCMV inh: -95*

What do the screens show for `CCCN1C(=O)/C(=C/c2c(N3CCNC(=O)C3CC(=O)OC)nc3c(C)cccn3c2=O)SC1=S` (stereo unspecified)?
FBPA Giardia inh: -22%; AmpC detergent: -7%; AmpC inh no detg: 1%; Sm TGR inh: -7%

What do the screens show for `COc1ccc(N(C(=O)CCl)C(C)(C(=O)Nc2c(C)cccc2C)c2ccccn2)cc1` (stereo unspecified)?
FBPA Giardia inh: -7%; AmpC detergent: 1%; AMA1-RON2 inh: 14%; AmpC inh no detg: -14%; Sm TGR inh: 2%

Results for Cc1csc2ncc(C(=O)NCc3ccc4c(c3)OCO4)c(=O)n12 ?
FBPA Giardia inh: 6%; AmpC detergent: -14%; AMA1-RON2 inh: -5%; AmpC inh no detg: -3%; Sm TGR inh: -18%

Results for Cc1ccccc1OCCC(=O)N(Cc1ccccc1)c1c(N)n(Cc2ccccc2)c(=O)[nH]c1=O ?
AmpC detergent: 3%; AMA1-RON2 inh: 11%; AmpC inh no detg: -39%; Sm TGR inh: -20%

What do the screens show for `COc1ccc(Cc2nc3c4c(ncn3n2)Oc2c(ccc3ccccc23)C4c2ccc(OC)c(OC)c2)cc1` (stereo unspecified)?
FBPA Giardia inh: 0%; AmpC detergent: -9%; AMA1-RON2 inh: 10%[2.32 µM]; AmpC inh no detg: -6%; HCMV inh: inconclusive; Sm TGR inh: 10%

What do the screens show for `O=C(CSc1ccc(C(F)(F)F)cn1)Nc1ccccc1`?
FBPA Giardia inh: 4%; AmpC detergent: 7%; AMA1-RON2 inh: -22%; AmpC inh no detg: -9%; HCMV inh: -7; Sm TGR inh: 8%

How did Nc1nc(COC(=O)c2ccc3c(c2)OCCO3)nc(Nc2ccccc2)n1 do in these assays?
AmpC detergent: 5%; AMA1-RON2 inh: 1%[11.6 µM]; AmpC inh no detg: -26%; HCMV inh: 174; Sm TGR inh: -12%

Results for CCN(Cc1ccccc1)C(=O)Cn1c(=O)n(-c2ccc(OC)cc2OC)c(=O)c2c(C)c(C)sc21 ?
FBPA Giardia inh: 0%; AmpC detergent: inconclusive; AMA1-RON2 inh: -4%; AmpC inh no detg: -11%; HCMV inh: -25&-4; Sm TGR inh: -4%&-4%

What do the screens show for `COc1ccc2nc(N3CCN(C(=O)c4ccco4)CC3)sc2c1`?
AmpC detergent: 5%; HCMV inh: 14; Sm TGR inh: 7%

Results for C#CC[N+]1(C)[C@@H]2CC[C@H]1CC(OC(=O)C(CO)c1ccccc1)C2 (stereo partly specified) ?
FBPA Giardia inh: 7%; AmpC detergent: -2%; AMA1-RON2 inh: -11%; AmpC inh no detg: -2%; HCMV inh: -14; Sm TGR inh: -1%

What do the screens show for `CCC(C)[C@H](NC(=O)NCc1cccs1)C(=O)OC` (stereo partly specified)?
FBPA Giardia inh: -11%; AmpC detergent: -7%; AMA1-RON2 inh: -3%; AmpC inh no detg: -14%; HCMV inh: -23; Sm TGR inh: -1%

What do the screens show for `Cc1cc(C(=O)O)ccc1-c1ccc(/C=C2\SC(=O)N(CC(=O)Nc3ccc4c(c3)OCO4)C2=O)o1`?
AmpC detergent: -13%; AmpC inh no detg: -46%; HCMV inh: -11; Sm TGR inh: inconclusive

How did CCCCNC(=O)c1cc2c(=O)n(CC)c3ccccc3c2s1 do in these assays?
FBPA Giardia inh: -3%; AmpC detergent: -6%; AMA1-RON2 inh: -4%; AmpC inh no detg: -34%; HCMV inh: 1; Sm TGR inh: 5%

How did CCC(=O)Nc1cc2c(cc1C(=O)c1ccccc1)OCCO2 do in these assays?
FBPA Giardia inh: -3%; AmpC detergent: inconclusive; AMA1-RON2 inh: -3%; AmpC inh no detg: -27%; HCMV inh: 19; Sm TGR inh: 6%

What do the screens show for `COc1ccc(OC(=O)c2nc(SCc3ccc(C)cc3)ncc2Cl)cc1`?
AmpC detergent: 24%; HCMV inh: -24; Sm TGR inh: -1%

How did COc1cccc(C(=O)Nc2cc(=O)n(C)c(=O)n2C)c1 do in these assays?
FBPA Giardia inh: 5%; AmpC detergent: 8%; AMA1-RON2 inh: -1%; AmpC inh no detg: -6%; HCMV inh: inconclusive; Sm TGR inh: 29%

How did COc1ccc(-c2cc(=O)oc3c(C)c(O)c(CN(C)C)cc23)cc1 do in these assays?
FBPA Giardia inh: -3%; AmpC detergent: inconclusive; AMA1-RON2 inh: 8%; AmpC inh no detg: -25%; HCMV inh: inconclusive; Sm TGR inh: -11%

What do the screens show for `CC1=CC(C)(C)Nc2ccc(OC(=O)C(C)N3C(=O)c4ccccc4C3=O)cc21` (stereo unspecified)?
FBPA Giardia inh: -1%; AmpC detergent: inconclusive; AMA1-RON2 inh: inconclusive; AmpC inh no detg: inconclusive; HCMV inh: -74*; Sm TGR inh: -10%

What do the screens show for `CNC(=O)c1c(NC(=O)c2ccco2)sc2c1CCCC2`?
AmpC detergent: 0%; AMA1-RON2 inh: 4%; AmpC inh no detg: 43%; HCMV inh: 48; Sm TGR inh: -21%

What do the screens show for `COc1ccc(CCC(=O)N2CCCc3ccccc32)cc1`?
FBPA Giardia inh: 1%; AmpC detergent: -3%; AMA1-RON2 inh: -2%; AmpC inh no detg: 0%; HCMV inh: inconclusive; Sm TGR inh: -3%

How did Cc1ccc(-c2nc(CNC(=O)NC3CCCCC3)c(C)o2)cc1 do in these assays?
AmpC detergent: -6%; HCMV inh: 8; Sm TGR inh: 1%

How did N#Cc1cc([N+](=O)[O-])cnc1N(CCO)CCO do in these assays?
FBPA Giardia inh: 5%; AmpC detergent: -6%; AMA1-RON2 inh: 19%; AmpC inh no detg: -14%; HCMV inh: 27; Sm TGR inh: 2%

What do the screens show for `CCOc1ccc(C2C(=O)N(C3CCCCCC3)CC(=O)N2CCc2ccc(OC)c(OC)c2)cc1OC` (stereo unspecified)?
AmpC detergent: 1%; HCMV inh: -6; Sm TGR inh: 3%

Results for CCC(=O)Nc1cccc(-c2ccc(N3CCN(C)CC3)nn2)c1 ?
FBPA Giardia inh: 2%; AmpC detergent: inconclusive; AMA1-RON2 inh: 0%; AmpC inh no detg: -3%; Sm TGR inh: 4%

What do the screens show for `Cc1ccc(C)c(OCCn2c(=O)c3c(ncn3C3CCCC3)n(Cc3ccccc3)c2=O)c1`?
FBPA Giardia inh: -2%; AmpC detergent: inconclusive; AMA1-RON2 inh: -1%; AmpC inh no detg: -4%; HCMV inh: -11; Sm TGR inh: -10%

Results for Nc1ccc([N+](=O)[O-])cc1 ?
AmpC detergent: 3%; AMA1-RON2 inh: 2%; AmpC inh no detg: -2%; HCMV inh: -18; Sm TGR inh: 36%[activator]

What do the screens show for `Cc1ccc(/C=N/NC(=O)c2cccnc2)s1`?
FBPA Giardia inh: 0%; AmpC detergent: 5%; AMA1-RON2 inh: 19%; AmpC inh no detg: -10%; HCMV inh: -5; Sm TGR inh: 3%

What do the screens show for `Cc1ccc(S(=O)(=O)N2CCC(C(=O)N[C@H](C(=O)N3CCN(C)CC3)C(C)C)CC2)cc1`?
FBPA Giardia inh: 18%; AmpC detergent: inconclusive; AMA1-RON2 inh: 4%; AmpC inh no detg: 15%; HCMV inh: 4; Sm TGR inh: 1%

What do the screens show for `Cc1onc(-c2ccccc2Cl)c1C(=O)OCC(=O)Nc1ccc2c(c1)OCO2`?
FBPA Giardia inh: -4%; AmpC detergent: -6%; AMA1-RON2 inh: -9%; AmpC inh no detg: -22%; HCMV inh: -27; Sm TGR inh: 0%

How did CC(C)CC(=O)NC1(C(F)(F)F)C(=O)Nc2c1c(=O)n(C)c(=O)n2C (stereo unspecified) do in these assays?
FBPA Giardia inh: 4%; AmpC detergent: inconclusive; AMA1-RON2 inh: -4%; AmpC inh no detg: -9%; HCMV inh: 11; Sm TGR inh: -4%

What do the screens show for `CC(/C=C/c1ccc(N(C)C)cc1)=N\N=C(/N)SC1CC(=O)N(c2ccc(C(=O)O)cc2)C1=O` (stereo unspecified)?
FBPA Giardia inh: -3%; AmpC detergent: -4%; AMA1-RON2 inh: 30%[activator]; AmpC inh no detg: -12%; HCMV inh: -32; Sm TGR inh: inconclusive

How did Cc1c(C(=O)NCCSCc2cccc(C(F)(F)F)c2)cnn1-c1ccc(Cl)cc1 do in these assays?
FBPA Giardia inh: -4%; AmpC detergent: 8%; AMA1-RON2 inh: 2%; AmpC inh no detg: -3%; HCMV inh: -29; Sm TGR inh: 16%

How did CC(C)(C)NC(=O)CN(Cc1ccccc1)S(=O)(=O)c1ccccc1 do in these assays?
FBPA Giardia inh: 0%; AmpC detergent: -10%; AMA1-RON2 inh: 8%; AmpC inh no detg: 12%; HCMV inh: 4; Sm TGR inh: -4%

How did S=C(NCCCN1CCOCC1)NCCCN1CCOCC1 do in these assays?
FBPA Giardia inh: inconclusive; AmpC detergent: 0%; AMA1-RON2 inh: -10%; AmpC inh no detg: -33%; HCMV inh: -23; Sm TGR inh: 1%

What do the screens show for `CCc1nnc(NC(=O)C2CC(=O)N(C3CCCC3)C2)s1` (stereo unspecified)?
FBPA Giardia inh: -13%; AmpC detergent: inconclusive; AMA1-RON2 inh: -1%; AmpC inh no detg: -6%; HCMV inh: 7; Sm TGR inh: -9%

Pulled one by one from the list above (four):
Results for Nc1ccc([N+](=O)[O-])cc1 ?
AmpC detergent: 3%; AMA1-RON2 inh: 2%; AmpC inh no detg: -2%; HCMV inh: -18; Sm TGR inh: 36%[activator]

What do the screens show for `Cc1ccc(/C=N/NC(=O)c2cccnc2)s1`?
FBPA Giardia inh: 0%; AmpC detergent: 5%; AMA1-RON2 inh: 19%; AmpC inh no detg: -10%; HCMV inh: -5; Sm TGR inh: 3%

How did CC(C)CC(=O)NC1(C(F)(F)F)C(=O)Nc2c1c(=O)n(C)c(=O)n2C (stereo unspecified) do in these assays?
FBPA Giardia inh: 4%; AmpC detergent: inconclusive; AMA1-RON2 inh: -4%; AmpC inh no detg: -9%; HCMV inh: 11; Sm TGR inh: -4%

What do the screens show for `COc1ccc(CCC(=O)N2CCCc3ccccc32)cc1`?
FBPA Giardia inh: 1%; AmpC detergent: -3%; AMA1-RON2 inh: -2%; AmpC inh no detg: 0%; HCMV inh: inconclusive; Sm TGR inh: -3%
